Rev-erbA mod – Rev-erb alpha (human) modulation; P20393; 370,000 tested, 0.79% active; activity, % at 10 µM; Rev-erbα–FITC-DNA binding, fluorescence polarization, 90 min; AID 1259318;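 active = activity above about 14%, limit read from the data; passing the limit was not always enough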;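 note: 0% = DMSO wells with 35 nM protein and 100% = DMSO wells with 750 nM protein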
NPR2 activator – GC-B (human) receptor activation. HEK293-GC-B cells, CNP EC30, cGMP TR-FRET; 0% at EC30 CNP, 100% saturating CNP. 370,000 tested, 0.11% active. activation, % at 10 µM. P20594. AID 1920062;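 active = activation at 10 µM reaching about 35% in either raw or pattern-adjusted values, limit read from the data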
HTRA1 inhibitor – inhibitors of human serine peptidase HTRA1. recombinant HTRA1, FP-rhodamine activity-based probe, fluorescence polarization. 340,000 tested, 0.5% active. inhibition, % at 5.96 µM. Q92743; in the data active = inhibition above about 36%;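 note: 0% = enzyme with DMSO and 100% = wells lacking enzyme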
rCAG binder – r(CAG) repeat RNA binding. TO-PRO-1 dye displacement fluorescence. inhibition, % at 3 µM. 370,000 tested, 1.3% active. AID 651821;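 active = inhibition above the plate cutoff, the mean of all test compounds on that plate plus 3 SD, cut at about 35% in these data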;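 note: 0% = DMSO alone and 100% = 100 µM mitoxantrone as full dye displacement; higher means more dye released from RNA so lower well fluorescence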
PG9 binder – PG9 antibody binding by small molecule; TR-FRET gp120-PG9 antibody binding; inhibition, % at 6.7 µM; 360,000 tested, 0.43% active; in the data active = inhibition above about 8.5%
ASAP1 inh – blocks human ASAP1-stimulated Arf1 GTP hydrolysis. Q9ULH1. GDP FP detection. inhibition, % at 16.5 µM. 360,000 tested, 0.19% active. AID 624377; in the data active = inhibition above about 25%;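 note: 0% = vehicle with enzyme and substrate and 100% = no enzyme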
Target sequence (Q9ULH1 325-724 limits assumed): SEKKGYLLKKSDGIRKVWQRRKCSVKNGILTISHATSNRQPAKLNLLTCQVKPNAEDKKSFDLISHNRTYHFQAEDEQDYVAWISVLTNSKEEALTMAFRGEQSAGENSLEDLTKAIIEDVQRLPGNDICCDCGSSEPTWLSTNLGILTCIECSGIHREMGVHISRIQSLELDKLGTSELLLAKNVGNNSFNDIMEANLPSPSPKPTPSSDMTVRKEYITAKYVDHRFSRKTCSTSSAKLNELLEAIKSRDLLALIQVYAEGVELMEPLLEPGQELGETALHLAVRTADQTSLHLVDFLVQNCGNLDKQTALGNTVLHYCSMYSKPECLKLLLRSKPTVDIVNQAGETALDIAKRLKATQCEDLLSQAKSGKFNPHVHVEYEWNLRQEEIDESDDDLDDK
SMARCA2 activ – increases SMARCA2 function in MMTV reporter cells; MG213 cells, MMTV-luciferase reporter, dexamethasone, overnight; activation, % at 9.1 µM; 370,000 tested, 1% active; in the data active = activation above about 7.8%;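 note: 0% = vehicle wells and 100% = reference activator wells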
ABHD4 inh – inhibitors of mouse ABHD4. Q8VD66. purified mABHD4, FP-Rh probe fluorescence polarization. 370,000 tested, 0.54% active. AID 720543. inhibition, % at 8.92 µM;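 active = inhibition exceeding the mean over every tested compound plus 3 SD, cut at about 30% in these data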;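 note: 0% = plate median of compound wells and 100% = S159A mutant with DMSO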
Target sequence (Q8VD66 whole entry, looked up): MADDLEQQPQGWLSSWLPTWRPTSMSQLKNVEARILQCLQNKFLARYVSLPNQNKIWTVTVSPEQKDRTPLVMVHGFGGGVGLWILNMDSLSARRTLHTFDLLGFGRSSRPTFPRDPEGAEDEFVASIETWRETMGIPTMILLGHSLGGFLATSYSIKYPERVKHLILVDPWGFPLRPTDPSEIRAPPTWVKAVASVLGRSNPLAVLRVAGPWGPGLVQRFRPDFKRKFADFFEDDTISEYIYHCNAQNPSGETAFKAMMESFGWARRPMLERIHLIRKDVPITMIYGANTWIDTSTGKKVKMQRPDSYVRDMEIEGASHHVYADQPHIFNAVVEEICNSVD
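Test system: mouse ABHD4 enzyme, wild type. Reagent: FP-Rh fluorescent activity-based probe, added after compound pre-incubation. Timing: pre-incubation 45 min, probe exposure 60 min, at 25 °C. Technique: FP readout, ex 525 nm / em 598 nm. Benchmarks: high control S159A mutant with DMSO, low control median of compound wells.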
ARFGAP1 inh – inhibitors of rat ARFGAP1. Arfgap1-stimulated ARF1 GTP hydrolysis, GDP FP detection. 360,000 tested, 0.26% active. Q62848. inhibition, % at 16.5 µM;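 active = inhibition above a per-plate limit, mean inhibition of low control wells plus 3 SD, cut at about 25% in these data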;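 note: 0% = DMSO wells with enzyme and 100% = wells lacking Arfgap1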
Target sequence (Q62848 1-136 limits assumed): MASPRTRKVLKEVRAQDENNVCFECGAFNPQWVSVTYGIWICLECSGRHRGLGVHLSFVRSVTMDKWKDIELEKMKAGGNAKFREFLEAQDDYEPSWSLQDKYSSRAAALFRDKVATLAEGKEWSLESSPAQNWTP
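Assay system: Rat Arfgap1 GAP domain (His6, aa 1-136), purified enzyme | Buffer or medium: HEPES 25 mM pH 7.5, NaCl 150 mM, MgCl2, DTT | Schedule: GTP hydrolysis reaction 2 h at 25 °C | Signal: FP of antibody-bound GDP Alexa 633 tracer, ex 620/em 688 nm | Measure: Percent inhibition of Arfgap1-stimulated GTP hydrolysis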
GC-A act – GC-A (human) enzyme activation; HEK293 GC-A cells, cGMP TR-FRET, EC30 ANP; 0% at EC30 ANP, 100% saturating ANP; 370,000 tested, 0.14% active; P16066; activation, % at 10 µM; in the data active = activation above about 40%
Active calls of the source: *; / = no result given.

SMILES	Rev-erbA mod	NPR2 activator	HTRA1 inhibitor	rCAG binder	PG9 binder	ASAP1 inh	SMARCA2 activ	ABHD4 inh	ARFGAP1 inh	GC-A act
Cc1ccc(S(=O)(=O)N(C)Cc2nc(-c3ccc(Br)cc3)no2)cc1	1	4	-1	1	-2.6	9	0	-2	-8	2
CC(C)c1ccccc1OCC(=O)Nc1ccc2[nH]ncc2c1	-1	-4	-18	-2	-1.4	4	-5	-3	9	-3
COc1cc(C2N(c3ccc(Cl)c(Cl)c3)C(=O)C3CCCN32)cc(OC)c1OC (centres undefined)	1	-14	12	1	-1.8	15	3	-4	-3	-13
CC(C)NC(=O)Nc1nnc([C@@H]2C[C@H](O)[C@@H](CO)O2)s1	-3	3	/	1	0.0	13	-5	5	1	2
O=S(=O)(Nc1cccc(-c2ccc3nncn3n2)c1)c1ccc(Cl)s1	-6	-5	-4	15	-0.3	11	-1	-2	2	-3
CC(OC(=O)CNC(=O)c1ccc(Br)cc1)C(=O)NC1CCCCC1C (centres undefined)	3	-6	5	0	-0.9	-1	-2	2	-5	-1
COc1ccc(S(=O)(=O)NC(CC(=O)NCCc2ccccc2)c2ccco2)cc1 (centres undefined)	-3	-2	2	-5	-1.1	5	0	-11	13	0
CN1C(=O)/C(=C/C=C2/CCCN2C)N(C)C1=S	4	-1	3	0	-30	6	0	2	-2	-16
CC1CCC(NC(=O)CN2C(=O)c3cccnc3Oc3ccc(Cl)cc32)CC1 (centres undefined)	2	-6	-8	-5	0.3	-8	-1	-2	1	2
CSCCC(NC(=O)c1ccco1)C(=O)NCC(c1ccco1)N1CCCCC1 (centres undefined)	2	-5	-1	-3	-0.9	-6	-2	0	-6	-4
Oc1ccccc1-c1nnc2n1CCCCC2	-1	-1	1	-1	1.0	-1	-2	9	7	5
Cc1sc2nc(SCC(=O)NCCO)n(-c3ccccc3)c(=O)c2c1C	0	-12	5	-2	-1.1	-19	1	-2	-11	-35
COCc1cc(C)nc(Nc2ccccc2OC)c1C#N	2	-2	-4	-4	0.8	-13	-1	-7	3	-1
CC(NC(=O)Cc1c(F)cccc1Cl)C1CCCO1 (centres undefined)	-2	7	1	1	0.7	0	-1	3	14	7
c1ccc(-n2ncc3c(NC4CCCCCC4)ncnc32)cc1	6	8	-29	0	-1.4	2	7	-6	-6	18
NS(=O)(=O)c1ccc(CCNC(=O)CSc2nnc3ccccn23)cc1	-5	5	8	0	-0.3	-7	-3	-3	-10	2
O=C1Nc2ccccc2C(=O)N2c3ccccc3NC(=O)C12 (centres undefined)	5	3	/	2	-0.2	10	-2	1	-1	4
O=C(O)c1ccc2c(c1)N(Cc1ccccc1)C(=O)c1ccccc1S2	-4	0	0	14	0.8	4	0	-12	-4	1
CC1(Cc2ccc(F)c(Cl)c2)C(=O)Nc2c(Cl)cccc21 (centres undefined)	0	-3	/	0	0.7	7	-5	-6	2	-16
CC(=O)c1cc2cc(O)ccc2o1	0	0	3	-2	2.4	3	-3	-2	0	-5
CCOC(=O)C(/C=N/c1cc(C)nn1-c1ccccc1)=C(\C)O	-1	10	-1	0	1.2	9	-1	0	1	4
Cc1cc(C(=O)NN)c(C)o1	-4	3	-2	-1	-0.6	6	1	4	3	-1
CCN=C1SC(C(=O)Nc2cccc(C(=O)O)c2)CC(=O)N1CC (centres undefined)	0	1	1	4	-1.1	3	1	-5	-6	3
O=[N+]([O-])c1ccc2nc(-c3ccccn3)[nH]c2c1	-5	0	18	1	-0.7	14	6	-7	-1	6
CCOc1ccc(OCC)c(NS(=O)(=O)c2cn(C)cn2)c1	-7	5	8	0	1.1	6	-1	1	3	4
O=C1N=C(N2CCCCC2)S/C1=C\c1ccc(Cl)cc1	-4	-13	1	-2	0.6	5	-1	3	-3	-10
O=C(Cc1ccccc1Cl)c1ccccc1	-3	1	-1	0	-2.5	1	-1	5	5	1
O=C(NCCN1CCOCC1)Nc1ccccc1	3	2	-4	-1	0.3	-5	-4	2	1	4
Cc1c(-c2cc(Br)ccc2O)nc2cc3c(cc2c1C)OCO3	-2	-3	32	14	-0.2	10	0	5	9	-4
O=c1[nH]c(-c2ccco2)nc2sc3c(c12)CCCC3	-4	-3	0	10	-1.6	10	2	6	5	1
CCOC(=O)C1=C(C)NC(C)=C(C(=O)OCC)C1C(=O)OCC(=O)N(C)C1CCS(=O)(=O)C1 (centres undefined)	9	1	2	3	-1.4	-4	0	2	4	2
COc1nc(C)c2cc(C)oc2n1	-1	-1	-1	3	-1.1	-10	-1	2	14	2
O=C(CN(C(=O)CCC(=O)Nc1nccs1)c1cccc(F)c1)NCCc1ccccc1	4	4	-1	2	-0.5	-7	-2	1	-6	-8
COCCN(CCOC)Cc1c(O)ccc2c1O/C(=C\c1ccc(C)o1)C2=O	1	3	4	36*	-1.9	10	4	15	3	7
O=C(CCc1nc(-c2ccccc2F)no1)NCCc1cccc(F)c1	3	-4	/	1	/	/	-7	-2	/	0
COc1ccc(NC2=CC(c3ccc(OC)c(OC)c3)N(c3ccc(OC)cc3)C2=O)cc1 (centres undefined)	5	0	-2	18	-1.8	-13	-3	-4	3	-1
CCCN1CCN(C(=S)NCc2ccc(Cl)cc2)CC1	-1	-1	2	-5	-0.8	0	-1	5	11	4
O=C1C2C3C=CC(C3)C2C(=O)N1c1cccc(N2C(=O)C3C4C=CC(C4)C3C2=O)n1 (centres undefined)	3	2	7	4	1.3	1	-3	-5	1	0
NNC(=O)c1nc(Cl)c(Cl)c(N)c1Cl	-3	-4	-4	4	-1.3	-23	-1	-7	-5	1
N#CCCN(C(=O)COC(=O)CNC(=O)c1ccc(-c2ccccc2)cc1)c1ccc(F)cc1	-10	-4	-9	-3	0.4	-4	-1	-4	-3	5
Cc1ccc(CN2CC(=O)N3[C@H]4c5cc(Cl)ccc5OC[C@@H]4[C@H](c4ccccc4)[C@]3(C)C2=O)cc1	5	0	-58	9	-0.8	10	-1	-15	16	-4
Cc1c(Cl)cccc1NC(=S)NCCC(C)C	2	-1	-12	-1	-0.5	0	-4	-13	19	-1
O=C(Nc1ccn(CCCNCCN2CCOCC2)c(=O)n1)OCc1ccccc1	-2	2	-3	-1	-1.4	7	-3	-5	11	4
O=C(CNS(=O)(=O)c1ccc(Br)s1)N1CCN(C(=O)c2ccco2)CC1	-3	6	-7	3	-0.8	-10	5	4	8	-3
CC(=O)N1CCOc2ccc(S(=O)(=O)N3CCC(C(=O)Nc4cc(C)cc(C)c4)CC3)cc21	4	-6	-7	2	-1.1	11	-2	4	1	-19
O=C(Nc1cccc(NC(=O)c2ccco2)c1)c1ccc([N+](=O)[O-])cc1	1	0	3	2	-0.3	9	3	2	15	-8
O=C(Cn1c(=O)[nH]c2ccsc2c1=O)NC1CCCCCC1	5	2	0	-1	-1.5	8	-1	6	8	3
Cc1cc(C)n(CC(O)CN2c3ccccc3Sc3ccccc32)n1 (centres undefined)	-2	-19	10	0	-1.3	-2	-3	11	0	-35
Cc1nc2ccc(C(=O)N3CCC(O)(Cc4ccccc4)CC3)cn2c1N(C)C(=O)CCc1ccccc1	-5	3	/	0	-1.0	-10	-6	0	6	-1
COc1ccc(C)cc1S(=O)(=O)NC1CCCCCC1	0	-8	-7	-8	-1.7	-13	-1	2	2	-1
CCOC(=O)C1CCN(S(=O)(=O)c2ccc(Cl)cc2OC)CC1	-2	-2	5	-9	1.9	15	-3	4	1	0
O=c1ccc(-c2ccccc2)no1	2	1	-2	0	-0.6	3	0	4	-14	5
COc1cccc(-c2cc(C(F)(F)F)n3nc(C(=O)N4CCCCC4c4cccnc4)cc3n2)c1 (centres undefined)	-5	19	-7	-3	0.6	-8	3	-2	-9	17
COC(=O)c1sccc1NC(=O)c1ccccc1F	2	3	-16	3	0.3	4	0	-2	-4	1
Cc1cccc(-c2ccc3[nH]c4c(c3c2)CCN2C[C@@H]([C@H](C)O)[C@@H](N(C)C(=O)Nc3ccc(F)cc3)C[C@@H]42)c1	-1	-2	-29	14	-1.8	6	-5	5	-8	0
NC(=O)c1ccsc1NC(=O)CS(=O)(=O)c1ccccc1	7	-3	3	-1	2.0	-1	-2	8	2	3
CCOC(=O)c1c(NC(=O)/C=C/c2ccco2)sc(C)c1C	0	-2	-1	3	2.4	4	-3	3	-6	-1
CCCCN1CCC(CN2C(=S)NC[C@@H]2CC(C)C)CC1	1	5	3	-1	-0.4	2	2	10	-6	3
CCc1cc2c(=O)[nH]c(N3CCCC3)nc2s1	-1	-4	-1	0	0.6	-9	-1	-10	0	-3
CCN(c1cccc(C)c1)S(=O)(=O)c1ccc(-c2ccc(=O)[nH]n2)o1	11	-3	-4	1	-0.1	-10	-2	6	-9	-2

Carrying on.
SMILES	Rev-erbA mod	NPR2 activator	HTRA1 inhibitor	rCAG binder	PG9 binder	ASAP1 inh	SMARCA2 activ	ABHD4 inh	ARFGAP1 inh	GC-A act
Cc1ccc(C(=O)O)cc1-n1c(C)cc(C=O)c1C	-1	8	3	5	2.3	-4	-2	-3	16	5
CC(=O)N1N=C(c2cccc(NS(C)(=O)=O)c2)CC1c1ccc2c(c1)OCO2 (centres undefined)	4	3	11	-2	-0.3	-2	2	1	-5	5
COc1ccc(OC)c(CN2C(=O)CSCC2(C)C(=O)NCc2ccccc2)c1 (centres undefined)	3	0	/	2	-0.5	-9	-5	-6	6	1
CCCCC(Sc1nc(N)c(NC(=O)c2ccco2)c(=O)[nH]1)C(=O)O (centres undefined)	0	7	2	2	-0.5	-6	-1	-1	5	2
O=C(Nc1ccc2ccccc2c1)c1ccccc1F	8	-1	-11	-4	0.5	-23	3	-11	-11	3
Cc1cc(NC(=O)CN2C(=O)N(C)C3(CCCCC3)C2=O)ccc1Br	-5	12	-11	7	-1.2	-9	0	-4	-14	3
O=CC1=C(N2CCOCC2)/C(=C\c2ccccc2)CC1	4	-1	-16	1	0.3	7	3	-2	2	0
CC(=O)N(c1nnc(-c2cccc(C)c2)s1)C1CCCC1	5	1	-28	-3	0.2	-2	0	2	-1	-3
CCNc1nc(CN2CCOCC2)nc2sc3c(c12)CCC3	0	6	-3	-4	-0.5	-2	1	-1	5	0

Compound profiles (already shown). Screens in order: Rev-erbA mod | NPR2 activator | HTRA1 inhibitor | rCAG binder | PG9 binder | ASAP1 inh | SMARCA2 activ | ABHD4 inh | ARFGAP1 inh | GC-A act
O=C(O)c1ccc2c(c1)N(Cc1ccccc1)C(=O)c1ccccc1S2 is listed with -4 | 0 | 0 | 14 | 0.8 | 4 | 0 | -12 | -4 | 1
CCCCC(Sc1nc(N)c(NC(=O)c2ccco2)c(=O)[nH]1)C(=O)O (centres undefined) is listed with 0 | 7 | 2 | 2 | -0.5 | -6 | -1 | -1 | 5 | 2
O=C(Nc1ccc2ccccc2c1)c1ccccc1F is listed with 8 | -1 | -11 | -4 | 0.5 | -23 | 3 | -11 | -11 | 3
Oc1ccccc1-c1nnc2n1CCCCC2 is listed with -1 | -1 | 1 | -1 | 1.0 | -1 | -2 | 9 | 7 | 5
NS(=O)(=O)c1ccc(CCNC(=O)CSc2nnc3ccccn23)cc1 is listed with -5 | 5 | 8 | 0 | -0.3 | -7 | -3 | -3 | -10 | 2

Compound activity: PubChem BioAssay, several laboratories
